# Source: PubChem BioAssay (several laboratories)
# Autophagy HCS: modulators of autophagy; 190,000 compounds, 0.98% hits; MEF GFP-LC3 puncta imaging; test concentration mostly 10 µM; calls only at 10 µM (by protocol);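 active = percentage of spot-positive cells more than 3 SD above its plate mean, without a fluorescence outlier flag or 80% toxicity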;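 also: spot-positive cell cutoff set from DMSO-treated cells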
# LYP inhibition: inhibitors of LYP phosphatase, biochemical, fluorescence intensity, uHTS (AID 1779) | recombinant LYP phosphatase, fluorescence intensity; higher % means a stronger effect | inhibition, % at 11.5 µM, or IC50 in µM where a hit was titrated | 290,000 compounds, 0.054% hits; in the data active = inhibition above about 50%;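 also: plate controls were vehicle with enzyme for no effect and no enzyme for full effect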
# RSV CPE inhibition: RSV antiviral activity via CPE protection, HEp-2 cells, primary 10 µM value included (AID 2391); HEp-2 cells, RSV-induced CPE inhibition; higher % means a stronger effect; CPE inhibition, % at 10 µM; hits with a dose series show IC50 in µM; 310,000 compounds, 0.13% hits; in the data active = a potency from the dose series; also: strong numbers were not always called active
# GPR35 arrestin U2OS: inhibition of zaprinast-stimulated GPR35 beta-arrestin translocation – imaging, U2OS, beta-arrestin-GFP, zaprinast agonist, primary screen (AID 2058). 290,000 compounds, 0.052% hits. one-dose inhibition, % at 10 µM; IC50 in µM for titrated hits. U2OS GPR35 beta-arrestin-GFP translocation imaging, zaprinast antagonism; higher % means a stronger effect;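 active = inhibition of at least 50% with at least 30 cells and total cytoplasm GFP at most 10,000,000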
# NTR1 ag: agonists of NTR1, primary screen, imaging, U2OS cells, beta-arrestin-GFP, high content (AID 493036) | P30989 | NTR1-U2OS beta-arrestin-GFP spot imaging, agonist mode | activation, % at 20 µM | 330,000 compounds, 0.17% hits;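 active = activation at or above 40% of the spot to cytoplasm intensity ratio, with at least 20 cells analyzed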;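 also: 0% = DMSO without peptide and 100% = 100 nM NTR1 peptide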
# Target sequence (P30989 whole entry, looked up): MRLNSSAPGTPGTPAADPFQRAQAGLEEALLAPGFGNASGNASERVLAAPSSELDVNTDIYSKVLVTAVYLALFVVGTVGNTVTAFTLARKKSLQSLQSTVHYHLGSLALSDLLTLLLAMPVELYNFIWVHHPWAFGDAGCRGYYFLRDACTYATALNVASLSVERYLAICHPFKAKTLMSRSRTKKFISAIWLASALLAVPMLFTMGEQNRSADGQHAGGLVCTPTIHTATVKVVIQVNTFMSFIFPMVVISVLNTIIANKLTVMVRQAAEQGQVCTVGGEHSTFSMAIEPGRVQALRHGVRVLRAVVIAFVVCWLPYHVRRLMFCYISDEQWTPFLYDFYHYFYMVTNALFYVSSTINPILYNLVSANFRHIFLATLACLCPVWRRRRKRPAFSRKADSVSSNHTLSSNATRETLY
# Dengue-2 NS5 capping: flavivirus cap methylation enzyme inhibition – biochemical, confirmation dose response, primary screen (AID 588689); inhibition, % at 25 µM; hits with a dose series show IC50 in µM; Dengue-2 NS5 methyltransferase capping enzyme assay, biochemical; higher % means a stronger effect; 340,000 compounds, 0.3% hits; in the data active = a potency from the dose series
# AID2073: disruptors of CaV2.2 binding to Mint1 – biochemical, HTRF (AID 2073). 290,000 compounds, 0.19% hits. one-dose inhibition, % at 20 µM; IC50 in µM for titrated hits. HTRF protein-protein interaction, Mint1-CaV2.2; higher % means a stronger effect; in the data active = inhibition mostly above about 51%, no sharp cut-off; also: some results filed as inactive read as strong as hits
# K1F lysis inhibition: protection from phage-mediated lysis, alamar blue read-out – E. coli UTI89, K1F phage, bacterial capsule biogenesis inhibitors (AID 488966) | E. coli UTI89 K1F phage lysis, alamar blue, 2 h; higher % means a stronger effect | one-dose inhibition, % at 100 µM; IC50 in µM for titrated hits | 340,000 compounds, 0.02% hits;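 active = phage lysis inhibition, versus mean bacterial control, above a set limit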;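 also: capsule biogenesis inhibitors block K1F phage lysis so surviving cells raise fluorescence; higher fluorescence means more inhibition of phage lysis; actives were called in the ten point dose series up to 300 µM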
# WT yeast gro inh: growth inhibition of WT yeast, mitochondrial fusion screen; mitochondrial fusion phenotypic screen, WT strain; inhibition, % at 10 µM; 190,000 compounds, 2.1% hits; in the data active = inhibition above about 58%; tested in S. cerevisiae
# WT yeast gro inh mutant strain: also measured in WT yeast gro inh; calls as there; inhibition, %; mitochondrial fusion phenotypic screen, mutant strain inhibition
# Autophagy HCS cell loss 18 h: also measured in Autophagy HCS; calls as there; toxicity, %; measured here: cell loss, nuclei count;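 cell loss after 18 h compound exposure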
# NTR1 ag cell count 20 µM: second read-out of NTR1 ag, no call of its own (marks repeat the call); cell count; measured here: cell count, cytotoxicity flag
# Starred values were filed as active, the others as inactive; i = inactive; x = not tested or not shown; + = active, no number; [ ] = dose if it differs, or a comment. Hits appear at their usual frequency; about 2.6% have a hit in one of these screens.
# Each structure is followed by: Autophagy HCS, Autophagy HCS cell loss 18 h, LYP inhibition, RSV CPE inhibition, GPR35 arrestin U2OS, NTR1 ag, NTR1 ag cell count 20 µM, Dengue-2 NS5 capping, AID2073, K1F lysis inhibition, WT yeast gro inh, WT yeast gro inh mutant strain
1: CC(C)(C)c1ccc(C(=O)N2CCN(S(=O)(=O)c3ccc(Br)s3)CC2)cc1
 : x, x, x, 7.5%, x, -0.1, 43, -5%, x, 0.8%[50 µM], x, x
2: O=S(=O)(Nc1ccccn1)c1cnc(Cl)c(Br)c1
 : i, 7, 4%, 1.0%, 15%, 1.5, 41, -2%, 27%, 1.8%, -16, 3
3: CCOC(=O)C1CCN(C(=O)c2ccc(OCC(=O)Nc3cccc(C(F)(F)F)c3)cc2)CC1
 : x, x, -10%, 5.5%, 2%, 0.0, 57, -5%, 7%, 0.1%, x, x
4: C=CCn1c2ccccc2c(=O)c2cc(C#CC3(O)CCCCC3)ccc21
 : x, x, -20%, 5.1%, 2%, 17, 78, 0%, 18%, -1.2%, x, x
5: O=C(O)C[C@H]1c2cc(C(F)(F)F)ccc2S(=O)(=O)N1C1CCCC1
 : x, x, x, -0.6%, x, -0.9, 77, -5%, x, 0.5%, x, x
6: Cc1nc(C)c(C(=O)OCC(=O)NCCc2ccc(S(N)(=O)=O)cc2)s1
 : x, x, x, 1.1%, x, -1.5, 68, -3%, x, 0.9%[50 µM], x, x
7: O=C(CC1C(=O)NCCN1Cc1c(F)cccc1Cl)NCCC1=CCCCC1 (stereo not given)
 : i, -1, -6%, 4.7%, -2%, 1.8, 75, -6%, -3%, -0.2%, -11, 5
8: CCCCOC(=O)CNc1n[nH]c(=S)[nH]c1=O
 : i, 2, -4%, 2.0%, 0%, 0.1, 63, 5%, -1%, -0.1%, 9, 7
9: Cc1cccc(-n2c(SCC(=O)NCc3ccco3)nnc2-c2ccco2)c1
 : i, 2, x, -1.1%, x, -0.4, 36, -4%, x, 1.9%, 0, -10
10: COc1ccccc1OCc1ccc(C(=O)Nc2cc(OC)c(OC)c(OC)c2)o1
 : x, x, -8%, 3.3%, 4%, 0.9, 64, -8%, -5%, -2.2%, x, x
11: CN(C)/C=N/c1cc(=O)n(C)c(=O)n1CC1CC1
 : i, -3, 2%, 0.1%, 5%, 0.2, 96, -4%, 8%, -1.6%, 16, -5
12: COc1cc(=O)[nH]c(SC(C)C(=O)Nc2ccc3ccccc3c2)n1 (stereo not given)
 : x, x, -7%, 2.5%, 3%, -1.2, 58, -2%, 12%, 0.6%, x, x
13: O=C(CSCc1ccc(Cl)cc1)Nc1ccc(-c2nnc(-c3ccccc3)o2)cc1
 : +, 41*, 3%, 5.5%, 4%, 0.6, 66, -5%, 11%, -0.1%[50 µM], -1, 1
14: CCN(CC(=O)NCc1ccc(F)cc1)C(=O)/C=C/c1cc(OC)ccc1OC
 : x, x, -17%, x, 16%, -1.1, 52, 1%, 41%, 0.0%, x, x
15: Cc1ccc(CN(C)C(=O)CCc2nc3sc4c(c3c(=O)[nH]2)CCCC4)o1
 : x, x, -1%, 2.6%, 2%, 1.0, 56, -4%, 19%, -0.5%[50 µM], x, x
16: COc1ccc(-c2cc(CS(=O)(=O)c3ccccc3)on2)cc1
 : i, -30, -4%, 3.0%, 6%, 2.0, 57, 4%, 4%, 0.1%, -13, -17
17: COc1ccc(/C=N/Nc2nnc(Cc3ccc(OC)c(OC)c3)c(=O)[nH]2)cc1OC
 : i, 5, 0%, 0.3%, -4%, 0.8, 49, 1%, 8%, -0.1%, -10, -15
18: Cn1c(=O)c2c(nc(NCc3ccco3)n2CC(O)CO)n(C)c1=O (stereo not given)
 : i, 3, -8%, 0.9%, -8%, 0.4, 44, -5%, 2%, 0.1%, -5, -6
19: CC1CN(C(=O)c2cc(S(=O)(=O)N3CCCC3)ccc2Cl)CC(C)O1 (stereo not given)
 : x, x, -11%, x, 0%, -0.4, 57, 2%, 15%, 1.3%[50 µM], x, x
20: O=C(Nc1nc(SCc2ccc(F)cc2)ns1)c1ccco1
 : i, -2, 2%, 9.1%, 16%, 2.4, 42, -6%, 16%, i, 68*, 52*
21: Cc1cc(=O)n2[nH]c(N3C(=O)CCC3=O)nc2n1
 : i, 2, 0%, 0.1%, 15%, 0.7, 78, 7%, 4%, 0.1%, 11, 5
22: O=C(c1cccc(NS(=O)(=O)c2ccc(F)c(F)c2)c1)N1CCN(C(c2ccccc2)c2ccccc2)CC1
 : i, 10, 10%, 15%, 1%, 21, 47, 1%, 17%, -5.2%, -29, -16
23: O=C1CCCc2c1cc(-c1ccccc1)n2-c1ccc(O)cc1
 : i, -4, 0%, 1.9%, 5%, 3.3, 47, 1%, -6%, -2.3%, -12, -11
24: O=C1CN(C(=O)c2ccco2)C(c2ccc(F)cc2)c2cc(Cl)ccc2N1 (stereo not given)
 : i, -1, x, 4.1%, x, -0.5, 71, -2%, x, 0.0%, x, x
25: Cc1cc(C)cc(C(=O)N2CCC3(CC2)NCCc2[nH]cnc23)c1
 : x, x, -7%, -0.6%, 11%, -0.4, 67, -3%, -9%, 0.1%, x, x
26: Cc1ccc(C(=O)COC(=O)c2ccc(Cl)c(N)c2)s1
 : x, x, x, 2.5%, x, 0.7, 58, -4%, x, 0.4%[50 µM], x, x
27: O=C(COC(=O)COc1ccc(Br)cc1)NCc1ccccc1
 : x, x, x, -0.2%, x, -1.6, 54, -17%, x, 0.7%[50 µM], x, x
28: Cc1cc(Oc2ccc(Cl)cc2)nc(-c2ccccn2)n1
 : x, x, -2%, x, -12%, 0.5, 36, 2%, -1%, -0.3%, x, x
29: CCOC(=O)c1ccc(NC(=O)CCc2ccc(C)o2)cc1
 : i, 2, 0%, 1.9%, -16%, 1.3, 44, -16%, -14%, 0.1%, 17, 3
30: CC(=O)Nc1ccc(NC(=O)Nc2ccccc2)cc1
 : x, x, -9%, 1.2%, 4%, -1.6, 80, -13%, 6%, 0.1%, x, x

# Some of these compounds in order of formula weight, lowest first.
# Each structure is followed by: Autophagy HCS, Autophagy HCS cell loss 18 h, LYP inhibition, RSV CPE inhibition, GPR35 arrestin U2OS, NTR1 ag, NTR1 ag cell count 20 µM, Dengue-2 NS5 capping, AID2073, K1F lysis inhibition, WT yeast gro inh, WT yeast gro inh mutant strain
29: CCOC(=O)c1ccc(NC(=O)CCc2ccc(C)o2)cc1
 : i, 2, 0%, 1.9%, -16%, 1.3, 44, -16%, -14%, 0.1%, 17, 3
20: O=C(Nc1nc(SCc2ccc(F)cc2)ns1)c1ccco1
 : i, -2, 2%, 9.1%, 16%, 2.4, 42, -6%, 16%, i, 68*, 52*
4: C=CCn1c2ccccc2c(=O)c2cc(C#CC3(O)CCCCC3)ccc21
 : x, x, -20%, 5.1%, 2%, 17, 78, 0%, 18%, -1.2%, x, x

# The listing picks up with the 7 entries that preceded the break.
# Each structure is followed by: Autophagy HCS, Autophagy HCS cell loss 18 h, LYP inhibition, RSV CPE inhibition, GPR35 arrestin U2OS, NTR1 ag, NTR1 ag cell count 20 µM, Dengue-2 NS5 capping, AID2073, K1F lysis inhibition, WT yeast gro inh, WT yeast gro inh mutant strain
24: O=C1CN(C(=O)c2ccco2)C(c2ccc(F)cc2)c2cc(Cl)ccc2N1 (stereo not given)
 : i, -1, x, 4.1%, x, -0.5, 71, -2%, x, 0.0%, x, x
25: Cc1cc(C)cc(C(=O)N2CCC3(CC2)NCCc2[nH]cnc23)c1
 : x, x, -7%, -0.6%, 11%, -0.4, 67, -3%, -9%, 0.1%, x, x
26: Cc1ccc(C(=O)COC(=O)c2ccc(Cl)c(N)c2)s1
 : x, x, x, 2.5%, x, 0.7, 58, -4%, x, 0.4%[50 µM], x, x
27: O=C(COC(=O)COc1ccc(Br)cc1)NCc1ccccc1
 : x, x, x, -0.2%, x, -1.6, 54, -17%, x, 0.7%[50 µM], x, x
28: Cc1cc(Oc2ccc(Cl)cc2)nc(-c2ccccn2)n1
 : x, x, -2%, x, -12%, 0.5, 36, 2%, -1%, -0.3%, x, x
29: CCOC(=O)c1ccc(NC(=O)CCc2ccc(C)o2)cc1
 : i, 2, 0%, 1.9%, -16%, 1.3, 44, -16%, -14%, 0.1%, 17, 3
30: CC(=O)Nc1ccc(NC(=O)Nc2ccccc2)cc1
 : x, x, -9%, 1.2%, 4%, -1.6, 80, -13%, 6%, 0.1%, x, x
31: CC(=O)c1ccc(OCc2cc(C(=O)N(C)Cc3cc(C)no3)no2)cc1
 : x, x, -8%, 0.5%, -2%, 0.8, 59, -4%, 5%, 0.1%, x, x
32: Cc1ccc(C(=O)N/C(=C\c2ccc(-c3cccc([N+](=O)[O-])c3)o2)C(=O)NCCCN2CCOCC2)cc1
 : x, x, -3%, 5.7%, 16%, 0.8, 68, -16%, -1%, 0.3%, x, x
33: Cc1ccccc1-c1noc(CCC(=O)NCC2CCCO2)n1 (stereo not given)
 : i, 5, -6%, 0.7%, -10%, 0.2, 81, 0%, -12%, -0.2%, 7, 10
34: COc1ccc(-c2cc(C(=O)Nc3ccccc3N3CCOCC3)c3ccccc3n2)cc1OC
 : i, 4, 8%, 2.3%, -19%, 4.4, 51, -2%, 2%, 0.5%, 18, 5
35: Cc1ccc2nc(NC(=O)C3CCN(c4ncnc5sc(C)c(C)c45)CC3)sc2c1
 : x, x, -1%, 3.5%, -7%, 4.4, 89, -6%, 12%, 0.2%, x, x
36: COc1ccc(C(=O)Nc2ccc3oc(-c4cccc(Cl)c4)cc(=O)c3c2O)cc1
 : x, x, -10%, 0.6%, -4%, 15, 58, -2%, 12%, 3.4%, x, x
37: COc1cc(C(=O)Nc2ccc3c(c2)C(=O)N(CCC(=O)O)C3=O)cc(OC)c1OC
 : i, 2, -4%, 0.3%, 2%, -1.0, 46, x, -4%, 0.1%, -15, -3
38: COc1cccc(OCc2cc(C(=O)NCc3ccc4c(c3)OCO4)no2)c1
 : x, x, -10%, -2.3%, -7%, 2.3, 59, -1%, 11%, 0.4%, x, x
39: CCCC(=O)Nc1c2c(nn1-c1ccc(F)cc1)CS(=O)(=O)C2
 : x, x, -9%, 0.4%, 5%, -1.2, 85, -1%, 3%, 0.2%, x, x
40: O=C(CN1C(=O)c2cccc3cccc1c23)N1CCN(c2cccc(Cl)c2)CC1
 : i, -6, 0%, 1.2%, -10%, 2.6, 60, 5%, 49%, 0.4%, 18, 12
41: COc1ccc(NC(=O)CCCc2c[nH]c3ccccc23)cc1OC
 : i, 18, -5%, 1.1%, 1%, -2.1, 82, -15%, -8%, 0.3%, 6, -6
42: CC(C)CCN1CCN(Cc2ccsc2)CC1CCO (stereo not given)
 : i, 8, -10%, -0.6%, 10%, 1.5, 49, -5%, 6%, -0.4%, -12, -6
43: COc1ccc(-c2csc(NCCc3nc4cc(C(=O)NCCCO)ccc4n3Cc3ccc(C)cc3)n2)cc1
 : x, x, x, 4.4%, x, 5.4, 97, -10%, x, 0.5%, x, x
44: CCOc1ccc(CCNC(=O)CSc2nn(-c3ccc(C)c(Cl)c3)c(=S)s2)cc1OCC
 : i, 9, -4%, 2.9%, 10%, 7.6, 50, 3%, 18%, -0.9%[50 µM], -7, -4
45: O=C(NCCCCO)c1ccc2c3c(cccc13)CC2
 : i, -17, -10%, -0.4%, -1%, 1.0, 61, 3%, 24%, -0.9%, 3, 16
